Assay outcomes as filed in PubChem.
TGFb inhibitor: qHTS for Inhibitors of TGF-b; 410,000 tested, 1.2% active; Potency, µM (titrated, usually from 46.1 µM), inactives show top-dose activity, negative = inhibition, actives largely listed as inhibitors; HepG2 CAGA-GFP TGF-b/SMAD3 reporter, GFP fluorescence, 18 h; TGF-beta stimulated, 500 pg/mL final; note: potency is the fitted concentration of half-maximal effect; % is set by controls: 0 for no effect and ±100 for the full control effect; nearly all actives have a fitted effect of over 65% in size
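GFP signal (ex488/em500-530) from TGF-beta-stimulated HEPG2 CAGA-GFP cells, 500 pg/mL final, 18 h at 37 degrees C in DMEM plus 1% FBS, normalized to unstimulated and DMSO-stimulated controls.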
Nrf2 block: Nrf2 qHTS screen for inhibitors; A549 ARE-Fluc reporter, luciferase luminescence, 18-24 h; 360,000 tested, 2.1% active; Potency, µM (series often up to 46 µM), for inactives: top-dose activity change, negative = inhibition, actives largely listed as inhibitors; note: potency is the fitted concentration of half-maximal effect; % is set by controls: 0 for no effect and ±100 for the full control effect; nearly all actives have a fitted effect of over 60% in size
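A549 ARE_Fluc cells, 5000/well, 5% FBS OPTI-MEM; compounds in dose-response, 18-24 h at 37 °C/5% CO2; CellTiter-Fluor viability read (Ex 405/Em 525), then BugLite luciferase luminescence = Nrf2 activity.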
Nrf2 ARE act: qHTS of Nrf2 Activators; AREc32 ARE-luciferase reporter (MCF7-derived line), luminescence, 24 h; Potency, µM (highest dose often 46.1 µM), inactives show at the top dose activation, usual class: activators; 410,000 tested, 0.31% active; note: potency is the fitted concentration of half-maximal effect; % of control where 0% means no effect; nearly all actives have a fitted effect of over 65% in size
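Reporter line AREc32 (ARE-Fluc), seeded overnight in OPTI-MEM with 5% FBS; compound pin-transferred, 24 hr at 37 deg C, 5% CO2; luminescent read-out.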
MCF10A rereplic: A quantitative high throughput screen for small molecules that induce DNA re-replication in MCF 10a normal breast cells | MCF 10A DNA re-replication, Hoechst nuclear intensity, 48 h | Potency, µM (titrated, usually from 46.1 µM), for the others: at the top dose activity, positive = re-replication, hits mostly activators | AID 624296, 2012 | 350,000 tested, 2.9% active; note: potency is the fitted concentration of half-maximal effect; % of control where 0% means no effect; nearly all actives have a fitted effect of over 50% in size
IL-1B inflam inh: qHTS for Inhibitors of Inflammasome Signaling: IL-1-beta AlphaLISA Primary Screen; activity change, % at 57.5 µM; AID 743279, 2014; THP-1 LPS/ATP IL-1B secretion, AlphaLISA, 16 h; hits give low values; 360,000 tested, 4.7% active; in the data active = activity change below about -50%; inconclusive = mostly about -30% to -49%; note: % is set by controls: 0 for no effect and ±100 for the full control effect
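Secreted IL-1B measured by AlphaLISA bead assay after 16 h compound exposure of THP-1 cells; compounds (final up to 57.5 uM) added 1 h before LPS (250 ng/mL) and ATP (1.25 mM) stimulation; lower signal means less secretion.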
HepG2 viability: qHTS for Inhibitors of TGF-b: Cytotox Counterscreen; Potency, µM (series often up to 46.1 µM), for the others: at the highest dose activity change, negative = cytotoxicity, hits mostly cytotoxic; 410,000 tested, 0.76% active; HepG2 CAGA-GFP viability, ATP luminescence, 18 h; note: potency is the fitted concentration of half-maximal effect; some results filed as inactive show a strong effect at the top dose
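HepG2 CAGA-GFP cells (1000/well, DMEM with 1% FBS) received compound, then TGF-beta at 500 pg/mL final, and were incubated 18 hours at 37 degrees C. Viability was read by CellTiter-Glo luminescence. Media-only wells were set as complete cell-killing and DMSO as no toxicity.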
ATXN2 expr inh: Primary qHTS for Inhibitors of ATXN expression | 360,000 tested, 0.72% active | HEK-293 ATXN2-luciferase reporter, luminescence, 24 h | Potency, µM (series often up to 57 µM), for the others: top-dose activity change, negative = inhibition, hits mostly inhibitors; note: potency is the fitted concentration of half-maximal effect; % is set by controls: 0 for no effect and ±100 for the full control effect; nearly all actives have a fitted effect of over 55% in size
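qHTS (up to 57 uM final) was run with 24 h compound exposure of reporter cells at 37 °C. Each well was multiplexed: SteadyGlo luminescence measured ATXN2-luciferase expression after a fluorogenic Gly-Phe-AFC viability readout (25 uM final).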
A549 viability: Nrf2 qHTS screen for inhibitors: counterscreen for cytotoxicity. A549 ARE-Fluc cells, CellTiter-Fluor viability, 18-24 h. Potency, µM (highest dose often 46 µM), for inactives: at the top dose activity change, negative = cytotoxicity, most hits filed as inhibitors. 390,000 tested, 0.16% active; note: potency is the fitted concentration of half-maximal effect; % is set by controls: 0 for no effect and ±100 for the full control effect
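A549 ARE_Fluc cells in 5% FBS OPTI-MEM were exposed to compounds in concentration-response for 18-24 h at 37 deg C. Viability was read by CellTiter-Fluor fluorescence (Ex 405/Em 525) after 30 min, before the luciferase read.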
ATXN viability: Viability Counterscreen for Primary qHTS for Inhibitors of ATXN expression. S2 cells (HEK-293 line with an ATXN2-luciferase reporter) viability, CellTiter-Fluor protease fluorescence, 24 h. AID 651635, 2014. 400,000 tested, 0.49% active. Potency, µM (highest dose often 56.7 µM), most hits filed as cytotoxic; note: potency is the fitted concentration of half-maximal effect; nearly all actives have a fitted effect of over 40% in size
* marks the source's active call; other numbers are inactive results; i = inactive; ? = inconclusive; · = no result given; & = joins results of further samples; [ ] = dose if it differs, or a comment. Unless noted, calls come from the whole dose curve; as a rule, active = well fitted curve in the direction sought with a large enough effect; inconclusive = small, poorly fitted or top-dose-only effect, or another doubt; inactive = no such curve, though single readings can be large; an effect the other way counts as inactive or inconclusive.

Sample of the layout (two entries):
SMILES	TGFb inhibitor	Nrf2 block	Nrf2 ARE act	MCF10A rereplic	IL-1B inflam inh	HepG2 viability	ATXN2 expr inh	A549 viability	ATXN viability
Cc1ccc(NC(=O)c2ccc(CSc3nccc(C)n3)cc2)cc1	?	?	0.0%	-5.7%	-29.3	-29.7%	19.0%	-4.6%	i
O=C1C(Cl)=C(NCC2CCCO2)C(=O)N1c1cccc(Cl)c1Cl (stereo not given)	-2.6%	·	2.1%	8.1%	-3.0	8.7%	-3.4%	14.0%	i

The whole of this part, from the first entry:
SMILES	TGFb inhibitor	Nrf2 block	Nrf2 ARE act	MCF10A rereplic	IL-1B inflam inh	HepG2 viability	ATXN2 expr inh	A549 viability	ATXN viability
Cc1ccc(NC(=O)c2ccc(CSc3nccc(C)n3)cc2)cc1	?	?	0.0%	-5.7%	-29.3	-29.7%	19.0%	-4.6%	i
O=C1C(Cl)=C(NCC2CCCO2)C(=O)N1c1cccc(Cl)c1Cl (stereo not given)	-2.6%	·	2.1%	8.1%	-3.0	8.7%	-3.4%	14.0%	i
CC1(c2ccccc2)CC(c2ccccc2)=Nc2nonc2N1 (stereo not given)	-10.8%	-8.6%	-0.6%	-0.8%	-0.7	11.6%	2.5%	-7.7%	i
C[N+](C)(CC#N)C/C=C\c1ccccc1	12.0%	23.6%	-0.3%	-8.3%	19.2	10.7%	4.8%	3.2%	i
CCOC(=O)Cn1c(=N)n(CCOc2ccc(OC)cc2)c2ccccc21	0.4%&0.8%	9.7%&-11.9%	-0.3%&-0.7%	-3.3%	?	-5.6%&-12.7%	0.2%&-0.2%	2.1%&-8.0%	i
NC(=O)[C@@H]1CCCN1C(=O)c1cc(COc2ccc(F)cc2F)on1	29.6%	15.1%	-1.7%	9.7%	-1.2	9.7%	19.6%	-0.9%	i
O=C(Nc1ccccc1)OCC1CCCO1 (stereo not given)	16.5%	?	3.0%	-1.7%	6.1	-34.1%	42.1%[activator]	1.6%	i
Cc1ccc(NC(=S)Nc2ccc(OC(F)F)c(Cl)c2)cc1Cl	17.8µM*	?	0.3%	?	-92.0*	-44.9%	?	-3.1%	i
C[C@H]1CN(c2ccc(Br)cc2)C(=O)[C@@H]1CC(=O)Nc1ccc(Br)cc1	14.4%	·	0.1%	·	3.7	2.5%	0.7%	·	i
CCN(CC(=O)NCc1ccc(F)cc1)CC(=O)Nc1ccc(Br)cc1F	-0.1%	7.8%	3.0%	-9.2%	-23.1	0.1%	-28.4%	16.1%	i
O=C(Nc1ccc(S(=O)(=O)Nc2ncccn2)cc1)c1ccco1	0.0%	16.0%	-0.1%	-0.6%	4.8	-2.8%	6.9%	-8.9%	i
Cc1ccc(S(=O)(=O)Nc2nc3n(n2)C(c2ccc(Cl)cc2)CC(=O)N3)cc1 (stereo not given)	9.7%	1.8%	1.9%	-0.4%	9.7	-0.7%	0.3%	2.4%	i
CCn1c(CSc2nc3ccccc3n2C)nc2ccccc21	-27.5%	?	0.1%	0.5%	?	-37.3%	-24.9%	0.3%	i
O=C(CSc1nc(=O)n(Cc2ccncc2)c2c1CCC2)Nc1cccc(F)c1	-23.2%	·	0.4%	·	·	4.5%	2.8%	4.8%	i
COCc1cc(CNC(=O)C2CCC(=O)N(Cc3ccccc3OC)C2)[nH]n1 (stereo not given)	1.9%	0.7%	-2.2%	6.0%	-8.7	-40.9%	-0.4%	-2.4%	i
CCNC(=O)CN(c1ccc(Oc2ccccc2)cc1)S(=O)(=O)c1ccccc1	-27.7%	?	-0.7%	0.5%	?	-0.4%	-13.6%	-11.5%	i
COc1ccc(-c2nnn(CC(=O)N(C3CCCCC3)C(C)C(=O)NC3CCCC3)n2)cc1OC (stereo not given)	1.5%	?	0.0%	8.8%	9.8	-4.1%	-13.9%	-10.1%	?
CC(=O)Oc1ccc(C(=O)Nc2cccc(NC(=O)c3ccco3)c2)cc1	-9.3%	1.3%	?	6.51µM*	-7.9	-8.6%	4.3%	2.0%	i
COc1ccc(Cn2nnc(C(=O)Nc3cc(OC)ccc3OC)c2N)cc1	?	?	6.0%	·	·	-29.5%	-5.0%	-15.0%	i
CCOC(=O)C(NC(=O)N1CCCCC1)(c1ccccc1)C(F)(F)F (stereo not given)	-1.9%	-21.0%	-0.8%	12.5%	-10.1	-1.4%	-1.0%	9.7%	i
O=C1c2cccc(OCC(=O)N3N=C(c4cccs4)CC3c3ccc(F)cc3)c2CCN1Cc1ccccc1 (stereo not given)	-4.8%	-17.1%	-0.4%	-2.7%	0.7	-10.1%	-18.2%	-1.5%	i
Cc1cc(C)nc(-n2nc(C)c3c(=O)[nH]c(C(F)(F)F)nc32)n1	1.9%	-3.9%	0.0%	-0.9%	-16.6	-0.3%	-1.2%	3.8%	i
Cc1ccc(NC(=O)c2c(C)oc3ccc(O)c(CN4CCCCCC4)c23)c(C)c1	?	10.5%	14.6%	·	·	-31.0%	·	3.6%	·
CC/C(=C(/CC)c1ccc(O)cc1)c1ccc(O)cc1	?	-12.9%	-0.1%	23.7µM*	0.0	-28.1%	?	-0.8%	?
Cc1cc(=O)oc2c(C)c(OC(C)C(=O)NCCCn3ccnc3)ccc12 (stereo not given)	-0.9%	-5.6%	-1.0%	9.8%	1.0	-0.5%	5.6%	0.4%	i
CCOC(=O)Cc1cc(C)[nH]c1C(=O)OCC	10.1%	3.5%	-0.4%	-0.2%	23.4	-4.6%	-8.5%	4.5%	i
CCn1cc(S(=O)(=O)c2cccc(Cl)c2)c(=O)c2cc(F)c(N3CCC(C)CC3)cc21	5.8%	-17.0%	0.6%	·	·	-2.4%	·	-12.8%	·
CCCOc1ccc(C(=O)c2ccccc2C(=O)OC2CCOC2=O)cc1OCCC (stereo not given)	?	-13.0%	0.0%	?	22.2	-91.8%	?	-2.4%	·
CCC(=O)c1cc2c(C)cc(=O)oc2c(C)c1OC(=O)C(C)C	3.3%	-2.2%	1.9%	1.2%	-9.4	19.2%	3.6%	6.7%	·
CN(C)c1ccc(CNC(=O)CCc2ccc(S(=O)(=O)N3CCCCCC3)cc2)cc1	6.3%	-26.4%	2.4%	?	-64.4*	-15.5%	-7.0%	-7.1%	i
Cc1ccc(S(=O)(=O)N2CCOCC2)cc1NC(=O)CSc1ncccn1	-3.3%	0.2%	-0.4%	0.4%	11.2	0.0%	7.7%	0.7%	i
Cc1c(CCC(C)C)c(=O)n2c([nH]c3ccccc32)c1C#N	-16.4%	?	0.3%	16.1%	18.6	-2.6%	-13.8%	-9.1%	i
Cc1cc(C)n2nc(C(=O)Nc3ccc(S(=O)(=O)N(C)C)cc3)nc2n1	16.9%	10.9%	0.0%	-2.7%	-12.1	-2.8%	4.0%	10.1%	i
COc1ccc(OC)c(-n2c(C)nc3cc(C(=O)O)ccc32)c1	14.7%	·	-0.4%	5.7%	2.2	23.2%	4.1%	-3.6%	i
NC(=O)CSc1nnc(-c2ccc(O)cc2)n1Cc1ccco1	3.7%	-13.5%	-0.1%	-1.0%	15.5	2.9%	-37.5%	-0.4%	?
CN(C)/C=C1/Oc2c(ccc3ccccc23)C1=O	13.1%	?	-0.2%	2.8%	1.6	-0.8%	-20.1%	-13.7%	i
Cc1cccc(NC(=O)c2cc(S(=O)(=O)N3CCc4ccccc43)cn2C)c1	-22.1%	14.8%	0.4%	?	23.4	-35.1%	0.6%	2.4%	i
CC(C)=CC(=O)Nc1nnc(-c2cccnc2)s1	6.3%	?	2.0%	-1.6%	-15.8	2.7%	1.1%	-3.1%	i
Cc1ccc(Cn2cc(S(=O)(=O)c3ccc(C)cc3)c(=O)c3cc(F)c(N4CCCC4)cc32)cc1	-25.7%	5.3%	0.0%	·	·	-26.0%	·	-0.1%	·
Cc1cc(Br)ccc1NC(=O)CCS(=O)(=O)c1cccc2nonc12	3.3%&-29.9%	-29.6%	0.1%&4.5%	-3.9%	-21.1	-5.5%&-11.0%	-4.5%&9.9%	-21.3%&5.0%	i

Entries of single compounds from above:
`CCCOc1ccc(C(=O)c2ccccc2C(=O)OC2CCOC2=O)cc1OCCC` (stereo not given) is listed with TGFb inhibitor: ?; Nrf2 block: -13.0%; Nrf2 ARE act: 0.0%; MCF10A rereplic: ?; IL-1B inflam inh: 22.2; HepG2 viability: -91.8%; ATXN2 expr inh: ?; A549 viability: -2.4%; ATXN viability: ·
`Cc1cc(C)n2nc(C(=O)Nc3ccc(S(=O)(=O)N(C)C)cc3)nc2n1` is listed with TGFb inhibitor: 16.9%; Nrf2 block: 10.9%; Nrf2 ARE act: 0.0%; MCF10A rereplic: -2.7%; IL-1B inflam inh: -12.1; HepG2 viability: -2.8%; ATXN2 expr inh: 4.0%; A549 viability: 10.1%; ATXN viability: i

Just Nrf2 block, for some of the entries so far:
smiles | Nrf2 block
Cc1ccc(Cn2cc(S(=O)(=O)c3ccc(C)cc3)c(=O)c3cc(F)c(N4CCCC4)cc32)cc1 | 5.3%
Cc1cc(Br)ccc1NC(=O)CCS(=O)(=O)c1cccc2nonc12 | -29.6%

Other structures:
SMILES	TGFb inhibitor	Nrf2 block	Nrf2 ARE act	MCF10A rereplic	IL-1B inflam inh	HepG2 viability	ATXN2 expr inh	A549 viability	ATXN viability
O=c1c2c3c(sc2nc2n1CCC2)CCCCC3	-21.7%	25.7%	-0.6%	-2.1%	29.6	-21.2%	7.0%	0.2%	i
CCCN1CCN(c2cc3c(cc2F)c(=O)c(S(=O)(=O)c2ccc(Cl)cc2)cn3C)CC1	-20.4%	18.8%	-0.9%	·	·	-20.3%	·	-15.0%	·
CCc1ccc(NC(=O)CC2C(=O)N(c3ccc(Cl)cc3)C(=O)N2Cc2cccs2)cc1 (stereo not given)	?	-11.6%	5.4%	·	·	-36.7%	·	-4.6%	·
Cc1c(C(=O)OC2CCCCC2)[nH]c2c1C(=O)CC(c1ccc(C(C)(C)C)cc1)C2 (stereo not given)	9.2%	8.4%	3.7%	·	·	2.3%	12.2%	1.2%	i
